# High-throughput results (PubChem)
# ADAM10 inh: inhibitors of human ADAM10; O14672; recombinant ADAM10, EDANS/DABCYL FRET peptide cleavage, 3 h; inhibition, % at 7 µM; 370,000 compounds, 0.62% hits;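 active means inhibition above a per-campaign cutoff equal to the mean of compounds falling between control-based bounds plus 3 SD, cut at about 20% in these data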;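 further: 0% = DMSO wells while the 100% control is not disclosed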
# Target sequence (O14672 214-748 limits assumed): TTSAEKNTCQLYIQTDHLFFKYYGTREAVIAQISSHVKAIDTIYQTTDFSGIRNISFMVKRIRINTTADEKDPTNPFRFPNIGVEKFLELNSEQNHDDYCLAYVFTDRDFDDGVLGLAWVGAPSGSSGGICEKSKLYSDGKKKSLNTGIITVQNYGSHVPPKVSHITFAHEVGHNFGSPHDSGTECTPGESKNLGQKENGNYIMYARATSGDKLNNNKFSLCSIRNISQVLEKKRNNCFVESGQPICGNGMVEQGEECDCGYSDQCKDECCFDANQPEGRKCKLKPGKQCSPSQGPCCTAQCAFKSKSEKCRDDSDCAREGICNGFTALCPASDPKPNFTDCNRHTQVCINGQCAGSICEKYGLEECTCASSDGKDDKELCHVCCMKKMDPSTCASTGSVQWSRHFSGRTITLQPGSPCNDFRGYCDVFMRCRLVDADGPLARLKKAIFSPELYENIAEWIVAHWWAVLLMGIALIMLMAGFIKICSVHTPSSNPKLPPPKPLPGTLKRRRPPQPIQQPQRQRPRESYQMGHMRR
# SIAE primary: inhibitors of human sialic acid acetylesterase SIAE; 370,000 compounds, 0.69% hits; SIAE FP-Rh probe binding, fluorescence polarization; Q9HAT2; inhibition, % at 9.66 µM;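 active means inhibition above a cutoff: mean of compounds within the control limits plus 3 SD of those, cut at about 17% in these data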;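 further: 0% = plate median of compound wells and 100% = probe without SIAE protein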
# ARFGAP1 inhibitor: inhibits rat ARF GTPase activating protein 1; Q62848; inhibition, % at 16.5 µM; Arfgap1-stimulated ARF1 GTP hydrolysis, GDP FP detection; 360,000 compounds, 0.26% hits;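 active means inhibition above a per-plate limit, mean inhibition of low control wells plus 3 SD, cut at about 25% in these data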;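 further: 0% = DMSO wells with enzyme and 100% = wells lacking Arfgap1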
#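 Replicates: Single well per compound | Assay system: Truncated rat Arfgap1 GAP domain | Control set: No-Arfgap1 wells (100%) versus DMSO full-reaction wells (0%) | Times: Enzyme reaction 120 min at 25 °C after 20 min preincubation | Reagent: Human ARF1(Δ1-17)-GTP substrate | Measured by: Tracer-displacement fluorescence polarization with EDTA stop, 620/688 nm | Measure: Percent inhibition of Arfgap1-stimulated GTP hydrolysis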
# ADAM17 inh: ADAM17 inhibition, QFRET primary screen | AID 720648 | 370,000 compounds, 0.83% hits | recombinant ADAM17, EDANS/DABCYL FRET peptide cleavage | P78536 | inhibition, % at 6.95 µM;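 active means inhibition above the mean of compounds lying between control limits plus 3 SD, set per campaign, cut at about 8.5% in these data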;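 further: 0% = DMSO-only wells as the low control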
# PLCg1 inh: blocks human PLC-gamma1 enzyme activity | P19174 | purified PLC-gamma1, fluorogenic substrate, fluorescence | inhibition, % at 12.2 µM | 370,000 compounds, 0.84% hits | AID 720700; in the data active means inhibition above about 9.5%
# Tn6 DDE FP: DD(E)-Tn6 binding inhibition, primary FP screen; P02675; Fibrin DD(E) TRITC-Tn6 fluorescence polarization displacement; inhibition, % at 8.3 µM; 370,000 compounds, 0.21% hits;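 active means inhibition above a per-campaign cutoff: mean of compounds within control limits plus 3 SD, cut at about 15% in these data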;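 further: 0% = median of all compound wells on the plate and 100% = blocking peptide control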
# Target sequence (P02675 whole entry, looked up): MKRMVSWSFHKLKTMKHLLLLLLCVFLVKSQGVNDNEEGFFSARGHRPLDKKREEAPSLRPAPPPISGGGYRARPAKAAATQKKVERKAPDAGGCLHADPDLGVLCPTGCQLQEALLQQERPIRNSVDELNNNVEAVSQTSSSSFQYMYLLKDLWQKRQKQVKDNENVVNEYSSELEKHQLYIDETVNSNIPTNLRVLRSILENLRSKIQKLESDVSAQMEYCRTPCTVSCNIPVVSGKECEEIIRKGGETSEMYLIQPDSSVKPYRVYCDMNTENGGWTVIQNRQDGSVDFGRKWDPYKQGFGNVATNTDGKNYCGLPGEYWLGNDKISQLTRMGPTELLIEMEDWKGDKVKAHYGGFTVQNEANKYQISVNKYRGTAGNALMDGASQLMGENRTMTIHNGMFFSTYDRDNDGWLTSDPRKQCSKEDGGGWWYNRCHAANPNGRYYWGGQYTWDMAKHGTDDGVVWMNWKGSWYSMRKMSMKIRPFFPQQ
# DDE Tn7 FP inh: disrupts Tn7 cyclic peptide binding to fibrin D-Dimer-E complex; FP displacement of FITC-Tn7 peptide from fibrin DD(E); 0% = median of compound wells per plate; inhibition, % at 8.3 µM; 370,000 compounds, 0.13% hits; AID 720508;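 active means inhibition above the mean of compounds falling within the control limits plus 3 SD of them, cut at about 14% in these data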;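 further: 0% = plate median of compound wells and 100% = 10 µM Aha-Tn7 peptide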
#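 system = human fibrin DD(E) protein | quantity = DD(E) 2 µM final | medium = Tris/NaCl/CaCl2 buffer, pH 7.8 | also added = labelled Tn7 tracer, 0.1 µM | compound dosing = single point at 8.3 µM | timing = compound with protein 10 min, then 3 h after probe, room temperature | signal = FP measurement | benchmarks = Aha-Tn7 high control | repeats = one replicate per compound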
# TDP2 absorb: blocks human TDP2 phosphodiesterase activity; O95551; recombinant TDP2, T5PNP hydrolysis, p-nitrophenol absorbance 415 nm; inhibition, % at 12.8 µM; 370,000 compounds, 0.34% hits; AID 720702;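 active means inhibition above the mean of all tested compounds plus 3 SD, set per campaign, cut at about 25% in these data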;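 further: 0% = DMSO with enzyme and 100% = buffer with substrate but no TDP2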
#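 Read-out basis: percent inhibition. System: recombinant human TDP2. Buffer or medium: Mg2+-containing Tris-HCl buffer, pH 7.5. Repeats: single replicate. Timing: reaction 2 h, 37 °C. Benchmarks: high control without enzyme, low control DMSO plus TDP2. Probe or stimulus: 5 mM T5PNP. Doses: 12.8 µM only. Measured by: epi absorbance of p-nitrophenol freed from T5PNP by hydrolysis.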
# ASAP1 GAP inh: ASAP1 ArfGAP inhibition; ASAP1-stimulated ARF1 GTP hydrolysis, GDP FP detection; 360,000 compounds, 0.19% hits; inhibition, % at 16.5 µM; Q9ULH1; in the data active means inhibition above about 25%;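 further: 0% = vehicle with enzyme and substrate and 100% = no enzyme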
# PLC-beta3 inh: PLC-beta3 (human) inhibition, primary screen; Purified PLC-beta3, fluorogenic substrate, fluorescence; inhibition, % at 12.2 µM; 370,000 compounds, 0.18% hits; AID 720704; in the data active means inhibition above about 11%;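 further: 0% = median of compound wells on plate and 100% = full blocker control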
# Active calls of the source: *; x = no result given; & = joins results of further samples.
SMILES	ADAM17 inh	PLC-beta3 inh	ADAM10 inh	Tn6 DDE FP	PLCg1 inh	ASAP1 GAP inh	TDP2 absorb	DDE Tn7 FP inh	ARFGAP1 inhibitor	SIAE primary
CCN(CC)CCNC(C(=O)Nc1ccc([N+](=O)[O-])cc1Br)c1ccccc1 (configuration not stated)	-4	-1	-3	0	-1	8	-1	-4	-2	-1
CCOC(=O)C1=C(C)C(c2ccccc2O)NC(=O)N1 (configuration not stated)	-4	-3	-10	7	-4	15	-3	-3	0	-2
CCOC(=O)C1=C(c2ccccc2)Nc2ncnn2C1c1cccc(O)c1 (configuration not stated)	-2	2	2	-4	-1	8	7	-6	1	-6
COc1ccc([C@H]2CC(=O)C=C(c3ccc(Cl)c(F)c3)C2)cc1	0	-3	4	-7	-3	-7	-1	14*	3	1
COC(=O)C1CN(Cc2cn(CCC3OCCO3)nn2)CCS(=O)(=O)N1Cc1ccccc1 (configuration not stated)	-7	-4	-9	-12	-3	x	2	-1	x	0
CC1C(=O)N2CCCc3cc(NC(=O)C(=O)NCCc4ccc(F)cc4)cc1c32 (configuration not stated)	-2	-14	-8	0	-5	1	10	4	-11	3
Cc1ccc(Nc2ccc(NCc3ccccc3)nn2)cc1C	1	-3	6	-1	-1	4	0	-5	6	12
CN(C)CCNc1nc(-c2ccco2)c2c(c1C#N)CC(C)(C)OC2	-77	-151	-303	2	-117	1	9	11	15	6
Cc1cc(C(=O)Nc2ccccc2N2CCOCC2)c2ccccc2n1	1	1	-3	-1	6	-1	5	-3	1	1
CCC(=O)NC1(Cc2ccc(O)cc2)CCCCC1	-1	2	-1	-6	3	-19	5	0	-3	14
CCOC(=O)c1sc(NC(=O)c2ccc(S(=O)(=O)N(C)C)cc2)nc1C	-2	-3	6	1	-2	-11	3	2	0	-3
CCc1cc2c(SCC(=O)Nc3cc(C)on3)ncnc2s1	-3	-7	-7	-2	-1	-8	-8	7	-6	-3
COc1ccccc1/C=C/CN1CCN(c2ccccc2)CC1	-5	0	-1	-1	1	-1	2	0	1	5
O=C(c1cccc(S(=O)(=O)N2CCOCC2)c1)N(CCO)Cc1ccccc1	-1	0	1	3	10*	-5	4	3	12	-7
CCc1nc2sc3c(c2c(=O)n1N)CC(C)(C)OC3	-1	2	-7	4	-1	-2	8	3	-5	12
COC1OC2COC(c3ccccc3)OC2C(OC(C)=O)C1OC(C)=O (configuration not stated)	-4	0	-18	-2	2	-11	5	-6	-4	4
O=C(Cn1cnc2ccccc21)N1CCc2ccccc21	-1	1	-4	-3	-1	-19	3	2	-7	-1
O=C1c2cccc3cccc(c23)C(=O)N1CC1CCCO1 (configuration not stated)	-96	-12	-262	-5	-15	9	-3	4	-2	4
COCCCNC(=O)C1CCN(c2nc(C)cc(C)n2)CC1	-8	-4	-21	6	-3	3	-7	4	-10	-7
COc1ccc(Br)c(C(=O)NCC2CCCCC2)c1	-3	-4	0	-4	1	8	5	-2	9	3
CCN(CC(=O)Nc1ccccc1OC)C(=O)C1CC2C=CC1C2 (configuration not stated)	-1	0	7	-3	3	2	4	-3	1	-3
O=C(Cc1ccccc1)N/N=C/c1ccc(S(=O)(=O)O)o1	-2	-9	-4	0	2	-11	5	-1	0	-6
CCOc1cc(NC(=O)c2ccccn2)c(OCC)cc1NC(=O)c1ccc(Cl)cc1	-1	-4	6	3	3	5	4	-5	-4	0
O=C(Nc1ccccc1)OC1CC2CC1[C@H]1CCCCN1[C@H]2Cc1ccccc1 (some centres not stated)	1	0	-4	5	0	x	4	1	x	-1
Cc1cc(C)c2cc(C(O)c3nnnn3Cc3ccccc3)c(=O)[nH]c2c1 (configuration not stated)	-22	-6	-59	3	-3	-10	-12	-1	-6	3
CCCCCc1ccc2cc(C#N)ccc2n1	1	1	4	-2	5	-2	2	-3	-10	4
O=C(NC1CC1)C1CC(=O)N(c2ccc(F)cc2)C1 (configuration not stated)	2	4	17	4	2	0	-19	0	0	-5
CCOC(=O)C1(CCCc2ccccc2)CCN(C(=O)CCOC)CC1	0	0	0	-11	1	-4	6	-4	2	2
CC(=O)N/N=C(\C)CC(=O)Nc1cccc2c1CCCC2	-2	3	12	-4	2	4	-1	-4	3	3
CCNS(=O)(=O)c1ccc(NC(=O)c2cccnc2)cc1	-2	1	-2	10	-1	-5	14	-8	16	3
Cc1ccc(S(=O)(=O)N(CC(=O)Nc2ccccc2C(=O)O)c2ccc(Cl)cc2)cc1	3	3	1	5	8	-9	11	-7	-3	-2
COc1ccc(-c2nc(CN(CC3CCC(=O)N3)C(C)C)c(C)o2)c(C)c1C (configuration not stated)	-3	-3	-4	-6	1	-7	5	3	4	4
O=C(CCc1ccc(S(=O)(=O)N2CCOCC2)cc1)N/N=C/c1cccc(O)c1	-1	-2	-7	-6	-5	6	5	-6	2	11
O=c1oc2ccccc2n1Cc1ccccc1Cl	-5	-4	-15	-2	0	0	3	2	-10	-3
NNC(=S)Nc1ccc(Cl)cc1	-1	-3	5	-4	0	5	-5	-2	10	3
CCN(CC)Cc1cc(Nc2ccnc3cc(Cl)ccc23)ccc1O	-3&-3	6&-6	-5&-4	5&0	0&-2	2&-1	2&-4	-6&-3	4&3	-2&-1
Cn1nc(C(=O)NNC(=O)c2ccc(Cl)cc2)ccc1=O	9	-2	-4	6	1	-4	-7	2	-11	0
COc1cc(CN2C[C@@H](CO)O[C@@H](n3cnc4c(N(C)C)ncnc43)C2)cc(OC)c1OC	-5	-1	-19	4	2	-7	6	2	0	4
CC(=O)Nc1ccc(/C(C)=N/NC(=O)c2ccc(F)cc2)cc1	2	0	-3	-4	0	-11	-13	4	22	2
COC(=O)[C@@H]1CCCN1Cc1nc(Cc2ccc(OC)c(OC)c2)no1	6	-4	-4	0	2	6	-4	0	5	-1
O=C(Nc1ncccc1Cl)c1cccc(F)c1	-1	0	-13	-12	1	-7	-7	0	-22	-2
CCOC(=O)C(=O)N/N=C/c1cccc(Br)c1	-1	0	2	1	2	-2	25*	-2	-8	3
CCN(CC(=O)Nc1ccc(C)c(S(=O)(=O)N(C)C)c1)Cc1ccccc1	1	-4	-8	-2	1	6	17	-1	-17	-2
CCOC(=O)[C@]12CCC=C1N(Cc1ccccc1)C(=O)[C@H](CC(=O)NCc1ccc(C)o1)C2	-4	-13	-13	-12	-6	1	-3	-3	12	-3
O=C(NCCN1CCN(c2ccc([N+](=O)[O-])cc2)CC1)NCc1ccccc1	4	3	7	-4	5	-3	3	1	6	8
NC(=O)c1nc(C2CCCCC2)nc2c1[nH]c(=O)n2-c1ccc(F)cc1	-13	0	-44	9	-4	-3	9	-5	-11	-15
COc1ccccc1OCCCn1c(=O)oc2ccc(C)cc21	2	3	0	9	-1	-2	1	1	-14	5
Nc1ccc2c(c1)C(=O)c1cc([N+](=O)[O-])ccc1-2	-3	0	-4	-2	1	3	1	3	-9	11
COc1ccc(CC(=O)NC(=S)Nc2ccc(S(N)(=O)=O)cc2)cc1	-2	0	-11	-4	2	-12	5	-2	2	0
Cc1cc(Nc2n[nH]c(N)c2C#N)ccc1F	1	0	3	3	1	-2	2	-7	-10	4

# More compounds
SMILES	ADAM17 inh	PLC-beta3 inh	ADAM10 inh	Tn6 DDE FP	PLCg1 inh	ASAP1 GAP inh	TDP2 absorb	DDE Tn7 FP inh	ARFGAP1 inhibitor	SIAE primary
Cc1cccc(C)c1NC(=O)C1(N2CCN(C(=O)c3ccco3)CC2)CCCCC1	0	3	0	0	5	-1	1	-8	-3	2
CC(C)C[C@@H](CN1CCCC1CN1C(=S)NC[C@@H]1Cc1ccccc1)N1C[C@H](Cc2ccccc2)N(CC2CCCCCC2)C1=S (some centres not stated)	1	-1	-4	1	0	8	-11	-12	19	1
CSCCC(NC(=O)c1ccccc1)C(=O)OCC(=O)NCc1ccco1 (configuration not stated)	-3	-2	2	1	0	-11	-10	-7	2	-2
CC(Oc1ccc(Cl)cc1Cl)/C(N)=N/O (configuration not stated)	-1	-1	1	1	1	-5	7	-3	-10	-1
COCCNC(=O)Cn1nc(Cc2ccncc2)c2ccccc2c1=O	-7	-5	3	3	0	0	8	2	4	2
COc1ccc(S(=O)(=O)Nc2nc3ccccc3nc2NCc2ccc3c(c2)OCO3)cc1	-2	-1	-5	0	1	-7	-3	-5	-1	0
COc1ccc(OC)c(C(=O)c2ccc(C(=O)c3cc(OC)ccc3OC)cc2)c1	3	3	5	0	5	10	-9	-8	8	4
CN(C)c1ccc(NC(=O)Nc2cccc(Cl)c2)cc1	5	2	4	7	3	-3	0	-5	12	14
C#CCCCCCCCCC(=O)NCCCC	-2	2	-1	7	0	-16	5	4	-1	-1
CCN1C(=O)C(=O)N(CC(=O)N2CCN(c3ccccc3)CC2)C1=O	-1	-3	1	2	-1	5	23	9	-5	-5
COc1ccccc1NC(=O)Nc1cccc(NC(C)=O)c1	-6	-5	0	-1	0	6	8	3	2	0
Cc1nc(NC(=O)C2CC3CCCC(C2)C3=O)sc1C (configuration not stated)	-5	-3	2	-6	0	8	-4	3	8	-2
CCCn1c(C)cc(/C=C(\C#N)C(=O)OCC(=O)N(CC)c2c(N)n(Cc3ccccc3)c(=O)[nH]c2=O)c1C	-2	-34	-5	-5	-21	-10	3	-6	1	-1
CCc1nc2c(OCC(=O)c3ccc(F)cc3)cccn2c1N(C)C(=O)C(C)C	2	-1	-17	8	-6	2	1	2	1	3
Cc1ccc2[nH]c3c(c2c1)CN(C(=O)CN1CC(C)OC(C)C1)CC3 (configuration not stated)	-2	-92	-17	8	-73	0	5	1	10	-3
O=C(Nc1cccc(C(=O)O)c1)/C(=C/c1cccc([N+](=O)[O-])c1)NC(=O)c1cccc(Br)c1	-3	-4	-5	-2	2	-29	5	-6	-5	-3

# Two entries picked at random from the list so far, as already listed:
SMILES	ADAM17 inh	PLC-beta3 inh	ADAM10 inh	Tn6 DDE FP	PLCg1 inh	ASAP1 GAP inh	TDP2 absorb	DDE Tn7 FP inh	ARFGAP1 inhibitor	SIAE primary
COc1ccc(OC)c(C(=O)c2ccc(C(=O)c3cc(OC)ccc3OC)cc2)c1	3	3	5	0	5	10	-9	-8	8	4
COc1ccccc1NC(=O)Nc1cccc(NC(C)=O)c1	-6	-5	0	-1	0	6	8	3	2	0

# Not a hit list. Share with any hit: about 3.6%.
